GPR55 antagonists = inhibition of LPI-stimulated GPR55 beta-arrestin translocation – imaging, U2OS, beta-arrestin-GFP, LPI agonist, primary screen (AID 2013) | U2OS GPR55 beta-arrestin-GFP translocation imaging, LPI antagonism; higher % means a stronger effect | inhibition, % at 10 µM; hits with a dose series show IC50 in µM | 290,000 compounds, 0.13% hits;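 active = spots per cell inhibited over 60%, with over 100 cells counted and total cytoplasm intensity under 500,000; inconclusive = wells with under 100 cells, flagged as likely toxic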;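 also: U2OS cells stably carrying GPR55 and arrestin-GFP stimulated by 5 µM LPI near EC80; imaged beta-arrestin-GFP aggregate spots per cell after agonist stimulation; plate controls were LPI-stimulated DMSO wells for no effect and DMSO wells without LPI for full effect; some results filed as inactive read as strong as hits; confirmed hits need IC50 under 10 µM and bright autofluorescent wells are also inconclusive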
UTI89 phage lysis = protection from phage-mediated lysis, alamar blue read-out – E. coli UTI89, K1F phage, bacterial capsule biogenesis inhibitors (AID 488966); E. coli UTI89 K1F phage lysis, alamar blue, 2 h; higher % means a stronger effect; 340,000 compounds, 0.02% hits; inhibition, % at 100 µM; hits with a dose series show IC50 in µM;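 active = phage lysis inhibition, versus mean bacterial control, above a set limit; inconclusive = no clear call, values can overlap the other calls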;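 also: capsule biogenesis inhibitors block K1F phage lysis so surviving cells raise fluorescence; higher fluorescence means more inhibition of phage lysis; actives were called in the ten point dose series up to 300 µM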
Dengue-2 NS5 capping = Dengue-2 NS5 methyltransferase inhibitors, primary screen, biochemical, confirmation dose response (AID 588689); Dengue-2 NS5 methyltransferase capping enzyme assay, biochemical; higher % means a stronger effect; one-dose inhibition, % at 25 µM; IC50 in µM for titrated hits; 340,000 compounds, 0.3% hits; in the data active = a potency from the dose series; inconclusive = inhibition above about 29% without an active follow-up result
AID2073 = inhibitors of Mint1-CaV2.2 protein interaction, biochemical, HTRF (AID 2073). inhibition, % at 20 µM; hits with a dose series show IC50 in µM. HTRF protein-protein interaction, Mint1-CaV2.2; higher % means a stronger effect. 290,000 compounds, 0.19% hits; in the data active = inhibition mostly above about 51%, no sharp cut-off; inconclusive = no clear call, values can overlap the other calls; inactive = mostly below about 53%; also: some results filed as inactive read as strong as hits
GPR55 beta-arrestin = selective activators of receptor GPR55 – imaging, U2OS cells, beta-arrestin-GFP redistribution, primary screen (AID 1961); 290,000 compounds, 0.048% hits; U2OS GPR55 beta-arrestin-GFP redistribution imaging; higher % means a stronger effect; one-dose activation, % at 10 µM; EC50 in µM for titrated hits;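 active = activation above 40% with more than 50 cells counted in the well; inconclusive = wells holding fewer than 50 cells, flagged as toxic or sparse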;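 also: U2OS osteosarcoma cells stably expressing GPR55 and beta-arrestin-GFP; plate controls were DMSO negative control for no effect and LPI positive control for full effect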
GPR35 arrestin U2OS = GPR35 antagonists blocking zaprinast-driven arrestin recruitment, primary screen, imaging, U2OS, beta-arrestin-GFP, zaprinast agonist (AID 2058) | U2OS GPR35 beta-arrestin-GFP translocation imaging, zaprinast antagonism; higher % means a stronger effect | one-dose inhibition, % at 10 µM; IC50 in µM for titrated hits | 290,000 compounds, 0.052% hits;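 active = inhibition of at least 50% with at least 30 cells and total cytoplasm GFP at most 10,000,000; inconclusive = under 30 cells or total GFP of 10,000,000 plus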
Siah-1 displacement = blockers of Siah-1 interaction with plectin peptide – biochemical, fluorescence polarization, rhodamine-plectin, uHTS, primary screen (AID 1817); Siah-1 / rhodamine-plectin peptide fluorescence polarization; higher % means a stronger effect; displacement, % at 20 µM, or IC50 in µM where a hit was titrated; 290,000 compounds, 0.02% hits;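 active = displacement of at least 50% at 20 µM, with a fluorescence ratio check between 0.3 and a set limit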;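 also: plate controls were Siah plus tracer with DMSO for no effect and tracer alone without Siah for full effect; strong numbers were not always called active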
NTR1 agonist = NTR1-driven beta-arrestin-GFP spot formation – imaging, U2OS cells, high content, primary screen (AID 493036); agonist mode; activation, % at 20 µM; 330,000 compounds, 0.17% hits;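 active = activation at or above 40% of the spot to cytoplasm intensity ratio, with at least 20 cells analyzed; inconclusive = wells under 20 cells, flagged as cytotoxic or low count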;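 also: 0% = DMSO without peptide and 100% = 100 nM NTR1 peptide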
Target sequence (P30989 whole entry, looked up): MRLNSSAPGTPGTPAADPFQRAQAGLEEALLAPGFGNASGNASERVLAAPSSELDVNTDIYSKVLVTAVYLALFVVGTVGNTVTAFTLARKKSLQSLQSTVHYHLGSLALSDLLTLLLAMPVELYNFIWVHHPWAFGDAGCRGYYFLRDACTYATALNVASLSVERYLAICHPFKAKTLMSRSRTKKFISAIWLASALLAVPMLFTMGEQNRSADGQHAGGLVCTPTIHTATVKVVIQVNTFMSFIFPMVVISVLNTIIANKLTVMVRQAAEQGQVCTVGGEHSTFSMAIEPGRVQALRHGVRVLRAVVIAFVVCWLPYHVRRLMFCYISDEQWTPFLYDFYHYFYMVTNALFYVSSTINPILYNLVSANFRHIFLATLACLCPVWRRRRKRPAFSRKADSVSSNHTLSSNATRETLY
HIV peptide binding = cell-free HIV fusion peptide-binding blockers – biochemical, uHTS, fluorescence dequenching, primary screen (AID 1986); cell-free peptide binding, fluorescence dequenching, 30 min; higher % means a stronger effect; inhibition, % at 20 µM; hits with a dose series show IC50 in µM; 290,000 compounds, 0.3% hits; in the data active = inhibition mostly above about 52%, no sharp cut-off; inactive = mostly below about 76%; also: some results filed as inactive read as strong as hits
NTR1 agonist cell count 20 µM = further read-out of NTR1 agonist, marked with its call; cell count; measured here: cell count, cytotoxicity flag
* hit, by the source's call; ? = inconclusive; . = not tested or not shown; [ ] = another dose, or the depositor's remark.

Each structure is followed by: GPR55 antagonists	UTI89 phage lysis	Dengue-2 NS5 capping	AID2073	GPR55 beta-arrestin	GPR35 arrestin U2OS	Siah-1 displacement	NTR1 agonist	NTR1 agonist cell count 20 µM	HIV peptide binding
1) CC1=C(C)CC(C(=O)NCc2ccccc2F)C(C(=O)O)C1 (stereo unspecified)
→ 2%	0.0%	-9%	1%	-0.2%	6%	34%	-0.6	65	-0.9%
2) Cc1cccc(OCC(=O)Nc2ccc3oc(=O)ccc3c2)c1
→ -9%	-0.1%	-14%	7%	-0.1%	3%	-2%	-0.1	57	0.8%
3) COCCn1c(-c2ccc(OC)cc2)c(-c2ccc(OC)cc2)oc1=O
→ 6%	-0.2%	5%	11%	-0.3%	0%	-5%	1.7	82	-2.6%
4) Cc1ccc(OCCCC(=O)Nc2ccc(N3CCOCC3)cc2)c(C)c1
→ -14%	0.2%	0%	1%	-0.1%	-23%	-1%	1.1	65	-1.8%
5) COCCn1c(SCC(=O)NCc2ccc3c(c2)OCO3)nnc1C(C)C
→ 1%	0.3%	-7%	0%	-0.2%	7%	2%	4.6	45	30%
6) CCCc1cc(=O)oc2cc(C)cc(OCC(=O)O)c12
→ 3%	0.8%	3%	29%	-0.3%	-10%	2%	-0.5	72	4.4%
7) N#CCCN(Cc1ccccc1)S(=O)(=O)c1cccs1
→ 2%	0.6%	2%	?	-0.1%	-24%	3%	0.2	40	1.3%
8) CN(C)CCNc1nc(S(=O)(=O)c2ccccc2)c(Cl)s1
→ 14%	0.5%	-2%	-3%	?	-8%	-2%	1.2	59	0.6%
9) Cc1ccccc1OCC(=O)Nc1cc(S(=O)(=O)N2CCCCC2)ccc1N1CCN(C)CC1
→ 7%	.	.	-13%	0.2%	2%	4%	-1.2	42	-0.9%
10) COC(=O)C1C2C=CC3(CN(c4cccc(C)c4)C(=O)C13)O2 (stereo unspecified)
→ 21%	0.4%	-4%	-2%	0.0%	2%	0%	-0.1	47	-3.2%
11) COc1ccc2nc(SCC(N)=O)cc(C)c2c1
→ 12%	0.3%	6%	-8%	-0.2%	-4%	1%	0.5	23	-1.8%
12) O=C(N/N=C/c1cn[nH]c1-c1ccc(Cl)cc1)c1ccc([N+](=O)[O-])cc1
→ -9%	0.1%	-4%	0%	-0.1%	-2%	-6%	6.3	78	-3.6%
13) COc1ccc(C(=O)NNC(=S)NC(=O)c2ccccc2)cc1
→ -2%	0.4%	-9%	-25%	-0.2%	8%	-8%	3.6	72	1.0%
14) Cc1sc(NC(=O)c2ccco2)c(C(c2cccnc2)N2CCN(c3ccc(F)cc3)CC2)c1C (stereo unspecified)
→ -1%	0.6%	-2%	21%	0.6%	7%	-3%	6.7	88	-2.1%
15) CC(C)C(=O)c1cc2c(cc1NC(=O)c1ccccc1)OCCO2
→ 2%	0.7%	-2%	9%	-0.2%	-3%	8%	9.8	34	-2.2%
16) CCCCC(=O)NC(Nc1sc2c(c1C(N)=O)CCCC2)(C(=O)OCC)C(F)(F)F (stereo unspecified)
→ 2%	1.3%	6%	-14%	0.5%	-4%	0%	0.7	62	-0.3%
17) Cn1ccnc1SCC(=O)Nc1ccc2c(c1)OC(F)(F)O2
→ 3%	.	.	-13%	-0.1%	1%	-1%	-1.6	42	-1.1%
18) COC(C(=O)Nc1ccc(S(=O)(=O)Nc2c(C)cccc2C)cc1)c1ccccc1 (stereo unspecified)
→ 8%	1.7%[50 µM]	-1%	4%	0.1%	-2%	0%	4.3	38	-1.9%
19) CC(=O)c1ccccc1OCCOCCOCCOc1ccccc1C(C)=O
→ 9%	0.1%	-8%	-6%	-0.1%	-2%	-2%	3.2	67	-0.3%
20) Nc1c2c(nc3sc4c(c13)CCCC4)CCCCCC2
→ 14%	2.7%	.	6%	-0.2%	-3%	2%	2.8	88	-6.3%

Sorted by count of non-hydrogen atoms (ascending): part of the list above.
Each structure is followed by: GPR55 antagonists	UTI89 phage lysis	Dengue-2 NS5 capping	AID2073	GPR55 beta-arrestin	GPR35 arrestin U2OS	Siah-1 displacement	NTR1 agonist	NTR1 agonist cell count 20 µM	HIV peptide binding
1) CC1=C(C)CC(C(=O)NCc2ccccc2F)C(C(=O)O)C1 (stereo unspecified)
→ 2%	0.0%	-9%	1%	-0.2%	6%	34%	-0.6	65	-0.9%
13) COc1ccc(C(=O)NNC(=S)NC(=O)c2ccccc2)cc1
→ -2%	0.4%	-9%	-25%	-0.2%	8%	-8%	3.6	72	1.0%
15) CC(C)C(=O)c1cc2c(cc1NC(=O)c1ccccc1)OCCO2
→ 2%	0.7%	-2%	9%	-0.2%	-3%	8%	9.8	34	-2.2%
3) COCCn1c(-c2ccc(OC)cc2)c(-c2ccc(OC)cc2)oc1=O
→ 6%	-0.2%	5%	11%	-0.3%	0%	-5%	1.7	82	-2.6%
4) Cc1ccc(OCCCC(=O)Nc2ccc(N3CCOCC3)cc2)c(C)c1
→ -14%	0.2%	0%	1%	-0.1%	-23%	-1%	1.1	65	-1.8%
14) Cc1sc(NC(=O)c2ccco2)c(C(c2cccnc2)N2CCN(c3ccc(F)cc3)CC2)c1C (stereo unspecified)
→ -1%	0.6%	-2%	21%	0.6%	7%	-3%	6.7	88	-2.1%

Nos. 1 to 2, reprinted for reference:
Each structure is followed by: GPR55 antagonists	UTI89 phage lysis	Dengue-2 NS5 capping	AID2073	GPR55 beta-arrestin	GPR35 arrestin U2OS	Siah-1 displacement	NTR1 agonist	NTR1 agonist cell count 20 µM	HIV peptide binding
1) CC1=C(C)CC(C(=O)NCc2ccccc2F)C(C(=O)O)C1 (stereo unspecified)
→ 2%	0.0%	-9%	1%	-0.2%	6%	34%	-0.6	65	-0.9%
2) Cc1cccc(OCC(=O)Nc2ccc3oc(=O)ccc3c2)c1
→ -9%	-0.1%	-14%	7%	-0.1%	3%	-2%	-0.1	57	0.8%

High-throughput results as filed in PubChem.
